# Bioassay records (PubChem)
# PHOSPHO1 inh = PubChem AID 1565; Phosphoethanolamine/phosphocholine phosphatase (Homo sapiens), Q8TCT1; recombinant PHOSPHO1, absorbance phosphatase assay; inhibition, % at 13.3 µM; 290,000 tested, 1.1% active; in the data active = inhibition above about 60%
# Target sequence (Q8TCT1 whole entry, looked up): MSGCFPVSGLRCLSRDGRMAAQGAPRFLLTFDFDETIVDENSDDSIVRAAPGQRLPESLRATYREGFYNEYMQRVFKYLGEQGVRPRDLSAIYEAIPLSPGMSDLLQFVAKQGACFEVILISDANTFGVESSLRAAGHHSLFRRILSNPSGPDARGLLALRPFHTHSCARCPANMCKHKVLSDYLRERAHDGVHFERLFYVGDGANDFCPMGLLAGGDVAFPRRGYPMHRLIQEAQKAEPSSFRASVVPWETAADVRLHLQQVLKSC
# IDE inh = human IDE inhibitors in live cells, primary screen, fluorescence polarization, HEK cells, FAbetaB substrate | 320,000 tested, 0.41% active | inhibition, % at 5.59 µM | AID 434962, 2010 | Insulin-degrading enzyme (Homo sapiens), P14735 | FAbetaB cleavage;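 active = percent inhibition above the average of all tested compounds plus 3 SD, set per screening campaign, cut at about 16% in these data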;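 also: IDE supplied by intact live HEK cells; FP after avidin binding of uncleaved biotin substrate so inhibition keeps polarization high; 0% = DMSO wells and 100% = 60 µM reference IDE inhibitor Ii1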
# IMP-1 inhibitor = IMP-1 metallo-beta-lactamase inhibitors, primary screen, biochemical, epi-absorbance readout, Pseudomonas aeruginosa enzyme; inhibition, % at 5.6 µM; purified IMP-1, nitrocefin hydrolysis, epi-absorbance fluorescence; metallo-beta-lactamase IMP-1 (Pseudomonas aeruginosa); 290,000 tested, 0.45% active;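 active = inhibition above the mean plus 3 SD of all compounds in the same screening run, cut at about 4.5% in these data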;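 also: 0% = IMP-1 with DMSO and 100% = DMSO wells lacking enzyme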
#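 assay system = purified recombinant IMP-1 metallo-beta-lactamase enzyme | schedule = 15 min preincubation plus 25 min reaction at 25 °C | signal = Epi-absorbance fluorescence, 480 nm excitation, 530 nm emission | read-out basis = percent inhibition from optical density relative to buffer-blank wells | controls = IMP-1 with DMSO as 0%, enzyme-free DMSO as 100%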
# NALP1 yeast inh = NALP1 inflammasome inhibitors in reconstituted yeast, colorimetric, S. cerevisiae, triplicate retest; 280,000 tested, 0.61% active; inhibition, % at 10 µM; S. cerevisiae NALP1/ASC/caspase-1 growth, X-gal OD620, 72 h; in the data active = inhibition mostly above about 24%, no sharp cut-off; inactive = mostly below about 32%; also: some compounds called inactive have numbers as strong as hits
# p-CIP stab down = p/CIP-EGFP fusion destabilizers, primary screen, fluorescence, F442A cells; 16 h; decrease of EGFP signal, % at 10 µM; 290,000 tested, 0.01% active; AID 1984, 2009;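 active = EGFP signal decrease of at least 30% at 10 µM or well 3 SD below plate mean, unless failing retest; inactive = the rest, including hits failing retest or dose response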; also: some compounds called inactive have numbers as strong as hits; many of its hits are not listed in these tables
# IDE act = human IDE activators in live cells, primary screen, fluorescence polarization, HEK cells, FAbeta-B substrate; AID 493087, 2011; FAbeta-B cleavage; 0% vehicle, 100% cell-free pure enzyme wells; 340,000 tested, 0.073% active; activation, % at 5.96 µM; Insulin-degrading enzyme (Homo sapiens), P14735;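 active = activation above the mean of all tested compounds plus 3 SD, set per screening campaign, cut at about 17% in these data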
# PfM18AAP inh = PfM18AAP inhibitors, malaria aminopeptidase, primary screen, biochemical, QFRET, recombinant enzyme. inhibition, % at 7.35 µM. M18 aspartyl aminopeptidase (Plasmodium falciparum 3D7). H-Glu-NHMec fluorogenic cleavage. 290,000 tested, 1.2% active;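 active = inhibition above the campaign mean inhibition over all tested compounds plus 3 SD, cut at about 28% in these data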;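 also: 0% = plate median of test compound wells and 100% = 2 mM ZnCl2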
# GPR7 antag = GPR7 receptor antagonists, primary screen, cell-based, fluorescence, single concentration. Neuropeptides B/W receptor type 1 (Homo sapiens), P48145. GPR7-expressing cells, fluorescence antagonist assay. inhibition, % at 4.4 µM. 290,000 tested, 1.1% active; in the data active = inhibition above about 16%, passing the limit was not always enough;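 also: cells stimulated with the agonist NPW; 0% = agonist with vehicle and 100% = vehicle without agonist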
# Target sequence (P48145 whole entry, looked up): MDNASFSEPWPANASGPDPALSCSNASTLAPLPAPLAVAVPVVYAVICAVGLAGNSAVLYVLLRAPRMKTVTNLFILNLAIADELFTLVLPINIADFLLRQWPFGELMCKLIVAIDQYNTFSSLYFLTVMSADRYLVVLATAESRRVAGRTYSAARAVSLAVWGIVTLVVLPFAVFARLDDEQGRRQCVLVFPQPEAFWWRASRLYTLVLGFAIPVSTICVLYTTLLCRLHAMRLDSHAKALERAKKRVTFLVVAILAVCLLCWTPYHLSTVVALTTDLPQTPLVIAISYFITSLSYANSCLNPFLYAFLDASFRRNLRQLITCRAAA
# VIM-2 inhibitor = VIM-2 metallo-beta-lactamase inhibitors, primary screen, biochemical, epi-absorbance readout, Pseudomonas aeruginosa enzyme | purified VIM-2, nitrocefin hydrolysis, epi-absorbance fluorescence | inhibition, % at 5.6 µM | 290,000 tested, 0.89% active | AID 1527, 2009;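 active = inhibition above the mean of all tested compounds plus 3 SD, cutoff set per screening run, cut at about 7.5% in these data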;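 also: red hydrolysis product quenches plate fluorescence so inhibitors raise well fluorescence; 0% = enzyme with DMSO and 100% = DMSO without enzyme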
# Active calls of the source: *; · = not tested or not shown; & = joins results of further samples.
# Results follow in this order: PHOSPHO1 inh	IDE inh	IMP-1 inhibitor	NALP1 yeast inh	p-CIP stab down	IDE act	PfM18AAP inh	GPR7 antag	VIM-2 inhibitor
CCN(CCS(=O)(=O)c1ccc(Cl)cc1)C(=O)Nc1ccc(Cl)cc1
  22	-7	0.2	13	-8	8	7	10	1.0
Cc1nnc(SCC(=O)N2CCCC(N3CCN(c4ccc(F)cc4)CC3)C2)o1 (stereo unspecified)
  11	7	-2.1	16	4	6	-4	-14	0.4
Cc1ccc(-c2ccc(C(=O)O)o2)cc1Cl
  20	-5	-4.9	13	-4	10	4	-2	1.0
Cc1cc(C)nc(SCCn2c(N3CCOCC3)nc3c2c(=O)[nH]c(=O)n3C)n1
  -29	-1	-3.0	-2	4	0	1	3	-2.4
N#Cc1ccc(S(=O)(=O)NC2CCN(Cc3ccccc3)CC2)cc1
  -1	3	-2.6	-8	-11	1	5	-10	-3.2
Cc1c(CC(=O)NCC(=O)O)c(=O)oc2cc3occ(-c4ccccc4)c3cc12
  5	8	-1.3	17	8	0	0	-3	0.4
CCOC(=O)CCCNC(=O)COC(=O)c1cc(Br)c(Br)s1
  28	4	-4.3	19	2	8	3	-8	-1.9
COc1ccc(CN2CC(C(=O)NCCCN3CCN(Cc4ccccc4)CC3)CC2=O)cc1 (stereo unspecified)
  2	-4	-2.8	15	2	2	-4	-11	-1.3
CCN(CC)C1CCN(C(=O)c2cc(COc3ccc(-n4cncn4)cc3)on2)C1 (stereo unspecified)
  13	-2	0.9	23	1	3	5	2	3.2
NNc1nc(N)c2c(n1)-c1ccccc1CC21CCCC1
  -6	0	-2.9	·	12	-2	17	-6	-4.7
CC(Sc1nc(C(C)(C)C)cc(-c2ccccc2)c1C#N)C(=O)Nc1ccccc1 (stereo unspecified)
  1	-1	-2.8	2	-4	0	33*	2	-2.4
O=c1c2ccccc2nc(-c2ccccc2)n1CCN1CCOCC1
  -12	6	-4.2	-13	-1	1	4	1	-3.0
O=c1sc2ccccc2n1COc1ccc(Cl)cc1
  -3	-5	-1.4	16	-6	-2	-2	1	-1.7
Clc1ccc(C2[C@H]3CN(CC4CCCCC4)[C@H](c4ccccc4)C34CC2(c2cccnc2)C4)cn1 (stereo partly specified)
  35	-1	·	·	0	2	·	·	·
CC(NC(=O)c1ccc2c(c1)OCO2)c1ccccc1 (stereo unspecified)
  22	-2	-3.2	12	-8	1	-2	3	-0.7
CC(C)Cn1c(-c2nn(C)cc2Cl)n[nH]c1=S
  -71	2	-4.7	4	-8	-6	12	-1	2.9
O=C1Nc2ccccc2C12OCC1(CO2)COC2(OC1)C(=O)Nc1ccccc12 (stereo unspecified)
  9	-1	0.1	28	-10	-5	12	8	-1.0
Cc1ccc(C(=O)Nc2cccc([N+](=O)[O-])c2)cc1S(=O)(=O)Nc1cccc(C(=O)O)c1
  -7	10	-1.6	-20	-2	7	0	3	-0.5
Cc1ccsc1C(=O)NNC(=S)NCC(C)C
  12	6	-4.4	3	0	9	27	-14	-6.0
COc1ccc2cc(Br)ccc2c1CC(=O)N(C)C
  34	-1	-0.4	4	-14	-2	0	13	4.4
CCC(Sc1ncccc1C(=O)Oc1cccc([N+](=O)[O-])c1)C(=O)Nc1ccccc1OC (stereo unspecified)
  -14	-1	-3.7	23	-6	7	0	-11	-1.6
CSCCOC(=O)COc1ccc(/C=N/NC(=O)c2nn(C)cc2Cl)cc1
  -12	1	-1.9	31	1	-2	-1	-11	-2.6
O=C(NCCC1=CCCCC1)c1cnccn1
  -36	-1	-2.4	16	-6	-2	0	-5	-4.6
Cc1ccc(Nc2nnc(-c3ccc4c(c3)OCO4)o2)c(C)c1
  16	0	-1.9	18	2	-2	11	1	-1.3
CCOC(=O)C1(Cc2ccccc2)CCCN(CCO)C1 (stereo unspecified)
  16	-3	-1.8	3	-4	7	-2	-5	-2.7
COc1cc(/C=N/NC(N)=O)ccc1OCC(=O)Nc1ccc(C)c(C)c1
  -3	-2	-3.1	12	-2	8	1	-6	-2.7
COc1ccc(/C=C/C(=O)NCCCN2CCOCC2)cc1
  24	·	-1.4	25	7	0	1	-13	-2.7
O=C(COC(=O)c1ccc(Cl)nc1)NCc1ccc2c(c1)OCO2
  4	-2	-1.6	5	10	7	1	-12	-2.2
Cc1c(-c2ccccc2)oc2c(C(=O)OCC(=O)Nc3ccc(C(N)=O)cc3)cccc2c1=O
  3	2	-2.6	30	-14	2	-7	5	-2.2
CN(C(=O)c1cc([N+](=O)[O-])ccc1NCc1cccnc1)c1ccccc1
  8	-1	-1.3	9	-8	-3	4	-1	-1.4
CCC(Sc1nc(C)cc(C)n1)C(=O)NC1=NN=C(c2ccc(C)cc2)CS1 (stereo unspecified)
  104*	8	-1.7	14	-4	-3	15	-5	-3.4
COC(=O)Cc1c(C)nc2nc(Cc3ccccc3)[nH]n2c1=O
  2	-6	-1.5	5	-18	0	3	-5	-1.2
Cc1ccccc1N(C(=O)CNC(=O)c1cccs1)C(C(=O)NC1CCCC1)c1ccncc1 (stereo unspecified)
  36	-3	-1.0	2	12	0	3	6	-1.7
COC(=O)c1ccc(CSc2nc3c(cnn3-c3ccc(F)cc3)c(=O)[nH]2)o1
  -16	-1	2.1	9	2	-2	-4	-5	-2.1
CN(CCC1CCCCO1)C(=O)c1cc(COc2ccc(F)cc2F)on1 (stereo unspecified)
  18	2	-0.3	16	6	3	1	-14	-0.6
CC(=O)N1CCCN(C(=O)c2cc(COc3c(F)cccc3F)on2)CC1
  -2	-1	-1.0	23	-14	4	-10	-15	-0.8
Cc1cc(C)nc(N/N=C/c2sccc2C)n1
  32	-4	-3.0	17	4	2	9	-16	-4.3
NC(=O)c1ccccc1N=Cc1ccc2ccccc2c1
  -5	-3	-0.9	18	0	-3	4	19	-2.9
O=C(Nc1ccc(S(=O)(=O)N2CCOCC2)cc1)c1ccccc1Br
  19	-1	-1.1	6	2	-6	-9	-9	-0.3
O=C(NCCCn1ccnc1)c1cn(-c2ccccc2)nc1-c1ccccc1
  -26	-1	-1.7	26	-4	-2	-5	-11	-0.8
COc1ccc(-c2nn3cnnc3s2)cc1OC
  6	9	0.0	-8	-5	4	6	-13	1.4
COC(=O)c1cc(C(=O)OC)n(Cc2ccc(C)cc2)c1C
  4	0	-1.8	9	3	-1	4	-21	-2.0
C=CCOC(=O)C1=C(C)NC(SCC(=O)N(CC)CC)=C(C#N)C1c1ccco1 (stereo unspecified)
  10	4	-2.0	8	-10	1&1	5	-5	-1.8
Cc1cc(C)nc(N/N=C/c2ccc3c(c2)OCCO3)n1
  17	4	-4.0	5	-6	-1	-4	4	-2.8
CCOC(=O)C(=CNc1ccc(C#N)cc1)C(=O)OCC
  32	5	-1.2	9	2	8	0	-1	-0.2
O=C(COC(=O)Cn1cnc2ccccc21)NCCc1ccccc1
  -18	4	0.7	3	-1	0	7	-4	-0.3
CCC(=O)Nc1ccc2c(c1)nc(CN1CCCCC1)n2C
  28	0	-1.9	8	-8	3	2	-5	-3.3
C=C(C)CNC(=S)N1CCN(C(c2ccccc2)c2ccccc2)CC1
  21	2	-2.9	16	-4	0	-5	-13	-2.6
O=C(Nc1cc(S(=O)(=O)N2CCOCC2)ccc1N1CCCCC1)c1cc(-c2ccccn2)nc2ccccc12
  -65	-2	-3.3	-13	-1	-1	20	-5	-1.1
O=C(N1CCOCC1)N(Cc1ccco1)CC1CCCO1 (stereo unspecified)
  23	-1	0.0	2	-7	5	7	4	-0.6
Cc1ccc(Nc2nc(-c3ccccc3)cs2)nc1
  19	·	-0.8	9	-9	-4	6	-17	-2.9
c1ccc(Oc2cc(-n3cncn3)ncn2)cc1
  -3	-1	-3.1	22	-1	-2	3	0	-2.2
NC(N)=N/N=C/c1ccc(Cl)cc1Cl
  2	23*	-4.4	4	1	-8	2	-12	-1.6
CCc1nc2ccccc2nc1N1CCN(S(=O)(=O)c2ccc(Cl)cc2)CC1
  -1	8	-2.8	-13	-14	2	3	-9	-2.0
Clc1ccc(-n2nnnc2-c2cnc3ccccc3c2-c2ccccc2)cc1
  -8	-4	-0.8	4	8	5	3	-24	-2.1
Cc1ncc([N+](=O)[O-])n1CCOC(=O)NC(Nc1ccc(F)cc1)C(Cl)(Cl)Cl (stereo unspecified)
  15	6	-0.7	·	3	1	-7	4	1.1
COC(=O)CCS(=O)(=O)c1ccc(Cl)c(Cl)c1
  18	-10	-2.5	-8	-14	·	0	-18	-0.9
NC(=O)C1=C[C@H](c2ccc(Br)cc2)C[C@H](OCc2ccc(CO)cc2)O1
  18	-2	-0.3	0	-10	4	-11	-7	-0.6
O=C(O)c1c[nH]c(=S)n1-c1ccc(F)cc1
  104*	5	0.3	12	5	6	51*	-2	-1.3
CC(=O)c1cc2c(cc1NC(=O)CN1Cc3ccccc3C1=O)OCO2
  24	-3	-1.6	20	-6	-5	-3	5	-2.9

# More compounds follow.
# Results follow in this order: PHOSPHO1 inh	IDE inh	IMP-1 inhibitor	NALP1 yeast inh	p-CIP stab down	IDE act	PfM18AAP inh	GPR7 antag	VIM-2 inhibitor
O=C(NC(=S)Nc1cccc(S(=O)(=O)NC2=NCCC2)c1)c1cc(-c2ccco2)nc2ccccc12
  -19	6	-2.1	10	1	-8	14	2	0.4
COc1ccc(CN(C(=O)c2snc(C(N)=O)c2N)C(C)C(=O)NCc2ccc(F)cc2)cc1 (stereo unspecified)
  23	0	-1.8	0	-13	0	3	-4	-0.2
COc1ccc(NC(=O)Cc2nnc(SCC(=O)c3ccccc3)n2C)cc1
  42	3	-0.1	12	10	3	-5	9	0.9
Cc1ccc(NC(=O)c2cc(C(=O)c3cc(Cl)ccc3O)cn(-c3ccc(C)cc3)c2=O)cc1
  7	-1	-1.1	33	-16	-1	-1	-10	1.5
Cc1c(-c2ccccc2)nc(N)c(C#N)c1-c1cccs1
  16	-2	-0.7	-2	0	0	-2	-7	-0.5
CC(=O)N(/N=C1\Sc2ccccc2C1=O)c1ccccc1
  50	·	-2.0	0	-11	-1	-4	2	-3.6
CC(C)c1nc(SCC(=O)c2ccc(F)cc2)c2ccccc2n1
  -46	-2	-1.4	4	-15	2	1	-7	-0.5
CCOC(=O)CNC(=O)c1sc(NC(=O)c2ccccc2)nc1C
  -4	-1	2.4	-1	2	-5	-3	6	-0.6
C=CCNc1nc2ccccc2nc1NS(=O)(=O)c1ccc(Cl)cc1
  19	3	-2.5	-10	-22	2	4	-14	-3.6
